# Assay outcomes as filed in PubChem.
# DDE Tn7 FP inh: disrupts Tn7 cyclic peptide binding to fibrin D-Dimer-E complex; P02675; FP displacement of FITC-Tn7 peptide from fibrin DD(E); 0% = median of compound wells per plate; inhibition, % at 8.3 µM; 370,000 tested, 0.13% active; AID 720508;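 active = inhibition above the mean of compounds falling within the control limits plus 3 SD of them, cut at about 14% in these data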;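 note: 0% = plate median of compound wells and 100% = 10 µM Aha-Tn7 peptide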
#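 Also added: labelled Tn7 tracer, 0.1 µM; Assay system: human fibrin DD(E) protein; Amount: 2 µM fibrin DD(E); Schedule: 10 min compound pre-incubation, 3 h probe incubation at room temperature; Repeats: one replicate per compound; Read-out basis: percent inhibition; Measured by: fluorescence polarization of the labelled Tn7 tracer.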
# MBD2 DNA inh: MBD2-methylated oligo binding inhibition | TR-FRET, MBD2 binding to methylated oligonucleotide | Q9UBB5 | inhibition, % at 4.4 µM | 370,000 tested, 0.31% active; in the data active = inhibition above about 13%
# SIAE primary: inhibitors of human sialic acid acetylesterase SIAE. Q9HAT2. SIAE FP-Rh probe binding, fluorescence polarization. inhibition, % at 9.66 µM. 370,000 tested, 0.69% active;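 active = inhibition above a cutoff: mean of compounds within the control limits plus 3 SD of those, cut at about 17% in these data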;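 note: 0% = plate median of compound wells and 100% = probe without SIAE protein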
# TCR-CD3 inh: human TCR-CD3 binding inhibition. TAMRA-labeled TCR probe fluorescence, biochemical. inhibition, % at 9.4 µM. 360,000 tested, 0.37% active. AID 651800; in the data active = inhibition above about 19%;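 note: recombinant mutant TCR 2C K166C tagged with TAMRA read by polarization; 0% = receptor in buffer alone and 100% = receptor with positive control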
# PRMT1 inh: PRMT1 (human) inhibition, primary screen; Q99873; recombinant PRMT1, activity-based probe fluorescence polarization; inhibition, % at 2.79 µM; 370,000 tested, 1.3% active;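 active = inhibition above about 21% made by adding two undisclosed values, limit read from the data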
# Target sequence (Q99873 whole entry, looked up): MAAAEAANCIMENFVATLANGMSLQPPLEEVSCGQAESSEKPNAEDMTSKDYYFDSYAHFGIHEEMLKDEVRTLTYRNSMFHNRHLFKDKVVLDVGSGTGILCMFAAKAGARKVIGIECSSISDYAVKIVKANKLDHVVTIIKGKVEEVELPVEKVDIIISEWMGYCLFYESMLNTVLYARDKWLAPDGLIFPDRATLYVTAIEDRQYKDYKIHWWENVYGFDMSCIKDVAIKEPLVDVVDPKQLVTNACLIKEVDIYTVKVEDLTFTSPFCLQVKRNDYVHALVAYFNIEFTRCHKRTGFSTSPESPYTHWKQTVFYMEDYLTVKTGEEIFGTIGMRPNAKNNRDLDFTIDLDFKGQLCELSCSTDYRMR
# proKLK7 act: proKLK7 (human) activation, primary screen | P49862 | purified proKLK7, EDANS-DABCYL substrate fluorescence; 100% is mature enzyme control, 0% vehicle | activation, % at 7 µM | 370,000 tested, 0.9% active | AID 652039;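 active = activation above the mean of all tested compounds plus 3 SD, computed per campaign excluding outliers beyond control limits, cut at about 13% in these data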
# Target sequence (P49862 whole entry, looked up): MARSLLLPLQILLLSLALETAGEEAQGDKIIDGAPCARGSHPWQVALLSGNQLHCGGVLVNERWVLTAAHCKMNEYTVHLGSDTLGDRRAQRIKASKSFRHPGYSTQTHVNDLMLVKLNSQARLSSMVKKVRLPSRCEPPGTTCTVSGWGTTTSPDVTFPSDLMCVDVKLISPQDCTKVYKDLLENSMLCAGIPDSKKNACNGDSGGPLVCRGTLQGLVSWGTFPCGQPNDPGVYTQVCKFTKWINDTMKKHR
# Tn6 DDE FP: disrupts Tn6 cyclic peptide binding to fibrin D-Dimer-E complex | 370,000 tested, 0.21% active | Fibrin DD(E) TRITC-Tn6 fluorescence polarization displacement | P02675 | inhibition, % at 8.3 µM;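 active = inhibition above a per-campaign cutoff: mean of compounds within control limits plus 3 SD, cut at about 15% in these data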;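 note: 0% = median of all compound wells on the plate and 100% = blocking peptide control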
# TDP2 inh: blocks human TDP2 phosphodiesterase activity; O95551; recombinant TDP2, T5PNP hydrolysis, p-nitrophenol absorbance 415 nm; inhibition, % at 12.8 µM; 370,000 tested, 0.34% active; AID 720702;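 active = inhibition above the mean of all tested compounds plus 3 SD, set per campaign, cut at about 25% in these data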;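 note: 0% = DMSO with enzyme and 100% = buffer with substrate but no TDP2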
# Target sequence (O95551 whole entry, looked up): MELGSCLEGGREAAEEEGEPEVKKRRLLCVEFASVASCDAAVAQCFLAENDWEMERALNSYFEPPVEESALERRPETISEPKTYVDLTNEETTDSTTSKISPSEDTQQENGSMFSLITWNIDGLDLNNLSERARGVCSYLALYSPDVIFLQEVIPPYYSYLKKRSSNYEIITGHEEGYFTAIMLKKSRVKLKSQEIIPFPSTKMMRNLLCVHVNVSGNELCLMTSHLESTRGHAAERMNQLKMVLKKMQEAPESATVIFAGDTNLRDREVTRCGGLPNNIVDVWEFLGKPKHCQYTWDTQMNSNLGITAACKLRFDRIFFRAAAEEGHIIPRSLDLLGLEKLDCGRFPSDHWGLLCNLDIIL
#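 Read-out basis: percent inhibition. System: recombinant human TDP2. Buffer or medium: Mg2+-containing Tris-HCl buffer, pH 7.5. Repeats: single replicate. Timing: reaction 2 h, 37 °C. Benchmarks: high control without enzyme, low control DMSO plus TDP2. Probe or stimulus: 5 mM T5PNP. Doses: 12.8 µM only. Measured by: epi absorbance of p-nitrophenol freed from T5PNP by hydrolysis.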
# UHRF1 MBD2 ctr: blocks human UHRF1 binding to methylated DNA | Q96T88 | UHRF1 binding to methylated oligo, TR-FRET | inhibition, % at 4.4 µM | 370,000 tested, 0.75% active | AID 687016; in the data active = inhibition above about 21%;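 note: UHRF1 SRA domain binding a hemimethylated CpG hairpin DNA probe; 0% = median of test compound wells and 100% = reference inhibitor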
# LEDGF integ inh: blocks HIV-1 LEDGF/p75-dependent DNA integration; TR-FRET IN-LEDGF/p75 DNA integration, Eu/Cy5; inhibition, % at 3.7 µM; 370,000 tested, 0.64% active;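 active = inhibition above the screen-wide mean plus 3 SD, cut at about 13% in these data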;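 note: signal is the Cy5 over europium emission ratio at 671 and 618 nm; 0% = plate median of compound wells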
# Active calls of the source: *. Rows are unselected; 4.6% or so of the library scored in one or more.
SMILES,DDE Tn7 FP inh,MBD2 DNA inh,SIAE primary,TCR-CD3 inh,PRMT1 inh,proKLK7 act,Tn6 DDE FP,TDP2 inh,UHRF1 MBD2 ctr,LEDGF integ inh
Brc1ccc(N=C/C=C/C=C/Nc2ccc(Br)cc2)cc1,-4,1,-2,1,0,-0.5,3,7,-3,0
CCCn1c(CN2CCN(C)CC2)nc2ccccc21,3,-5,10,0,-4,0.3,5,6,-6,0
OC(CCN1CCC2CCC(C2)C1)c1ccc(Br)cc1 (configuration not stated),7,2,-1,-5,2,-0.3,-3,2,1,-3
CCN(c1ccccc1)c1nc2ccsc2c(=O)s1,-4,3,0,-4,-4,0.7,-6,-4,3,4
Cc1ccc(C)c(S(=O)(=O)N/N=C2/CCCc3ccccc32)c1,7,0,2,0,2,0.3,9,15,3,-2
O=C(OCc1cn([C@H]2CN(CC3CCCCC3)[C@@H](c3ccccc3)C[C@@H]2O)nn1)c1ccccc1,3,4,-1,9,1,-0.4,5,0,1,-1
O=C(c1cc2c(cc1Br)OCCCO2)N1CCCCC1,-2,0,2,-2,-1,0.3,-3,-1,-1,-5
CC(Nc1n[nH]c(=O)[nH]c1=O)C(=O)N/N=C/c1cccs1 (configuration not stated),-4,-1,-6,4,-2,-0.1,7,-2,-5,-3
CCCCN(C(=O)CN1C(=O)C2CCCCC2C1=O)c1c(N)n(CCC)c(=O)[nH]c1=O (configuration not stated),-2,-3,6,2,2,0.3,-6,2,-4,1
Cc1ccsc1CN(C)C(=O)C1CCC(=O)N(CCc2cccc(F)c2)C1 (configuration not stated),-7,6,1,-1,2,-0.3,-4,7,1,-1
CCOC(=O)CN1C(=O)C(Sc2n[nH]c(-c3ccc(C)cc3)n2)CCc2ccccc21 (configuration not stated),-1,1,-4,6,-3,0.1,-5,-13,-2,1
COc1ccc(C(=O)NCc2ccc3[nH]c(C)cc3c2)cc1OC,1,2,-5,-6,3,0.3,-4,-11,4,-4
CCC(C)N(C(=O)CSc1nnnn1-c1ccccc1OC)C1CCS(=O)(=O)C1 (configuration not stated),0,-1,-2,2,-3,0.5,-5,-10,3,1
O=C(O)CSc1nnc(-c2ccc(Cl)cc2Cl)n1-c1ccc(Cl)cc1,3,4,3,7,7,0.9,6,-7,1,-3
O=c1onc(-c2ccccc2)n1-c1cc(Cl)cc(Cl)c1,3,3,3,0,3,-0.8,-6,1,1,-1
O=c1c2ccccc2oc2ccc(NCCCN3CCOCC3)cc12,-8,-10,2,-8,3,0.0,-3,-5,-10,-1
Cc1ccn2c(=O)nc(SCC(=O)Nc3ccc4c(c3)OCCO4)nc2c1,-1,0,-5,3,0,0.8,-8,-9,-1,-1
COc1ccccc1NC(=O)CCCN1C(=O)C2CC=CCC2C1=O (configuration not stated),-5,3,-4,10,1,-0.1,-6,3,-2,1
COC(=O)C1=C2c3[nH]c4ccccc4c3CCN2C(=O)CC1,-3,-7,9,0,-2,3.3,3,-13,1,2
CCOc1cc2c(cc1/C=C1/NC(=O)N(CC(=O)OC)C1=O)OCO2,-3,-2,3,3,3,-3.6,-9,-20,3,3
Cc1c(NS(=O)(=O)c2ccc(N)cc2)c(=O)n(-c2ccccc2)n1C,1,2,1,6,-3,-0.7,3,5,-3,2
O=C(CC(=O)Nc1cccc(Cl)c1Cl)Nc1cccc(Cl)c1Cl,5,3,-10,-1,0,0.7,1,12,-2,-2
COc1ccc(CN2C(=O)NC3(CCCC3)C2=O)cc1F,10,1,0,-3,0,0.4,2,-6,2,-3
CCOC(=O)C1=C(NC(=S)NC(=O)c2ccccc2)c2ccccc2CC1(C)CC (configuration not stated),-3,-4,-3,4,-2,0.0,-2,-7,0,2
CCOCCCN(C(=O)c1snc(C(N)=O)c1N)C(C(=O)NC(C)(C)C)c1ccc(Cl)cc1 (configuration not stated),-4,1,8,-4,0,2.6,-9,-9,-1,5

# Next structures follow.
SMILES,DDE Tn7 FP inh,MBD2 DNA inh,SIAE primary,TCR-CD3 inh,PRMT1 inh,proKLK7 act,Tn6 DDE FP,TDP2 inh,UHRF1 MBD2 ctr,LEDGF integ inh
O=C(Nc1ccc(N2CCCCC2)cc1)C1CCCN1S(=O)(=O)c1ccc(F)cc1 (configuration not stated),10,-1,1,5,1,-0.5,-5,10,-2,-1
Cc1ccc(-c2nn(CCC(=O)NCC3CCCO3)c(=O)c3ccccc23)cc1 (configuration not stated),0,-1,-2,-2,2,-0.1,5,2,0,-4
CC(=O)C1CCCN(C(=O)c2ccc3oc(CCc4ccccc4)nc3c2)C1 (configuration not stated),-2,3,1,-8,5,-0.5,2,-5,5,-3
Cc1cc(C)cc(NC(=O)NCc2nnc(SCc3ccccc3)n2C)c1,1,4,2,2,-2,-0.3,3,6,-3,1
CC1(C)CC(=O)N(c2cccc(Cl)c2)C(=O)C1,0,0,-2,-1,2,0.2,-2,-7,2,-6
CC1CCN(CCCCOc2ccc(Br)cc2)CC1,-7,-3,0,1,2,-0.8,-1,13,2,-4
CCCCCCC(=O)O,-4,-1,-7,-6,-4,0.4,0,0,-1,-1
O=C(Nc1cccc(C(F)(F)F)c1)C12CC3CC(CC(C3)C1)C2,-1,8,-7,-6,5,0.0,-6,7,8,-2
Cc1cccc(C(=O)N2CCCC(c3nc(-c4ccc(C)o4)no3)C2)c1 (configuration not stated),-2,-3,-3,-4,1,-0.2,4,3,-1,-1
CC(C)Cn1c(C(C)C)nc([N+](=O)[O-])c1S(=O)(=O)c1ccc(F)cc1,-1,-3,-3,3,0,0.2,6,6,-2,-2
Cc1nn(-c2ccccc2)c(Cl)c1/C=N/O,-10,2,-3,2,-2,-0.1,3,-4,1,1
Nc1nonc1-c1nc2ccccc2n1CC(=O)N1CCN(c2ccc(F)cc2)CC1,-10,3,-7,6,3,0.4,-16,-14,3,1
NC(=O)c1oc2ccccc2c1NC(=O)c1nc2ccccc2s1,-4,3,-45,-4,-1,-5.7,-5,-1,-2,0
CCN1C(=O)[C@H]2[C@@H](c3ccc(-c4ccccc4)cc3)N3CCCC[C@@]3(C(=O)OC)[C@H]2C1=O,5,5,1,-3,1,-0.6,-4,7,3,1
Cc1ccc(N2CC(C)Cn3c2nc2c3c(=O)[nH]c(=O)n2C)cc1 (configuration not stated),6,4,2,-3,3,-0.8,8,-14,1,-5
Cc1cc(C(=O)Nc2ccc(F)cc2C)n(-c2ccccc2)n1,4,1,8,-1,2,-0.3,-1,8,1,-1
COC(=O)c1cncn1Cc1ccccc1,-1,0,4,-1,1,0.5,2,8,1,-4
CCN(C(=O)CN1C(=O)/C(=C/c2ccc(F)cc2)SC1=S)C1CCS(=O)(=O)C1 (configuration not stated),5,4,8,3,3,-0.4,2,3,0,-1
O=C(CN1CCOCC1)OCCCC1CCCCC1,1,-3,4,2,-1,-0.4,4,0,0,-2
Cc1cc(C)cc(NC(=O)N2C3CCCC2CC(NC(=O)C2CC2)C3)c1 (configuration not stated),7,-2,2,1,-4,-0.2,-2,18,-1,2
O=C(Nc1ccc(C(=O)N2CCOCC2)cc1)c1ccccc1,1,5,-2,0,5,0.1,12,1,19,1
Cc1ccc(C)c(S(=O)(=O)N2CCN(C(C)C(=O)Nc3ccccc3-c3ccccc3)CC2)c1 (configuration not stated),-1,6,2,-1,1,-0.2,-3,-9,1,-3
O=[N+]([O-])c1cc(S(=O)(=O)N2CCCCC2)ccc1NCCCN1CCOCC1,3,4,10,-3,-1,-0.5,6,13,-2,-3
O=Cc1ccc2noc(-c3ccc(F)cc3)c2c1,2,0,-1,2,15,-4.0,-2,10,-5,-2
COc1cc(Cl)ccc1OCc1cc(C(=O)N(C)Cc2cccc3cnccc23)no1,-7,-6,2,2,3,0.8,-1,-1,-1,4

# In the list so far, these have a thiophene ring, fused or not:
SMILES,DDE Tn7 FP inh,MBD2 DNA inh,SIAE primary,TCR-CD3 inh,PRMT1 inh,proKLK7 act,Tn6 DDE FP,TDP2 inh,UHRF1 MBD2 ctr,LEDGF integ inh
CCN(c1ccccc1)c1nc2ccsc2c(=O)s1,-4,3,0,-4,-4,0.7,-6,-4,3,4
CC(Nc1n[nH]c(=O)[nH]c1=O)C(=O)N/N=C/c1cccs1 (configuration not stated),-4,-1,-6,4,-2,-0.1,7,-2,-5,-3
Cc1ccsc1CN(C)C(=O)C1CCC(=O)N(CCc2cccc(F)c2)C1 (configuration not stated),-7,6,1,-1,2,-0.3,-4,7,1,-1

# (continued)
SMILES,DDE Tn7 FP inh,MBD2 DNA inh,SIAE primary,TCR-CD3 inh,PRMT1 inh,proKLK7 act,Tn6 DDE FP,TDP2 inh,UHRF1 MBD2 ctr,LEDGF integ inh
COc1cccc(OC)c1C(=O)OCC(=O)N1CC(C)CC(C)C1 (configuration not stated),-7,-4,4,5,-4,-0.1,2,-19,0,7
CCC(C)[C@H](NC(=O)Nc1ccc2c(c1)OCCO2)C(=O)O (some centres not stated),-4,2,4,5,-1,-0.4,5,0,0,-2
C(CCN1CCOCC1)CN1CCOCC1,0,1,0,-1,4,-0.1,-2,4,2,-3
CCN(CC)CC(=O)Nc1ccc(-c2nc3cc(NC(=O)CN(CC)CC)ccc3o2)cc1,6,1,5,15,-3,2.2,-5,2,-1,0
Cc1cc(C)cc(OC(=O)CCN2C(=O)C3C4C=CC(C5CC45)C3C2=O)c1 (configuration not stated),3,6,2,-2,-2,0.1,-2,-8,3,4
Cc1ccc(NC(=O)CCNS(=O)(=O)c2ccc3c(c2)CCC(=O)N3)cc1F,-2,4,0,-3,0,0.7,-1,-2,0,0
O=C(CCS(=O)(=O)c1ccccc1)Nc1ccccc1-c1nc2ccccc2s1,-5,5,-7,-3,-3,-10,-1,-11,4,8
Cc1ccc(/C=C(\C#N)C(=O)NCc2ccco2)o1,1,4,6,-5,3,-0.1,5,-4,0,-7
Cc1ccc(C(C)NC(=O)C23CC4CC(CC(C4)C2)C3)cc1 (configuration not stated),-2,-3,4,-2,-3,0.3,0,15,-1,-2
O=C(O)c1ccccc1C(=O)NC1CCCCNC1=O (configuration not stated),2,0,-9,-7,1,0.3,-7,7,0,-3
COCC(=O)N(Cc1cc2cc(OC)ccc2[nH]c1=O)c1ccc(C)cc1,-1,-6,-2,4,0,0.4,-1,-7,-2,-5
Cc1csc(=O)n1CC(=O)OCC(=O)NCc1ccc(F)cc1,9,-1,-3,4,3,-0.4,8,-20,3,-7
COc1ccc(Cc2nnc(NC(=O)CSc3ccc(C)cc3)s2)cc1,5,4,2,3,2,-0.3,1,5,3,0
CCOC(=O)c1c(NC(=O)CSc2nnc(-c3cccnc3)o2)sc(C(C)=O)c1C,6,-7,5,-7,-2,1.0,10,-10,-3,-2
CCN(C(=O)c1cc(Cl)ccc1OC)C1CCCCC1,4,3,-32,3,3,-0.7,4,6,5,2
COC1OC(COC(=O)CNC(=O)OC(C)(C)C)C(O)C(O)C1O (configuration not stated),-1,6,-1,-4,1,0.5,-5,9,3,-5
CCn1nc(C)c(C2C(C#N)=C(N)OC3=C2C(=O)CCC3)c1C (configuration not stated),0,2,0,-2,-2,0.0,-3,2,1,2
